HCT116 survival: survival after telomere uncapping, modulators, primary screen, cell-based (AID 1259312); HCT116 + Ad-hTR-mut, survival, MTT, 5 d; active compounds read high; fold change at 10 µM; 4.5% of 4,500 active;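 active = cell survival measured by absorbance rises more than 2.5-fold over infected cells without compound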;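 also: virus expresses mutant telomerase RNA that uncaps telomeres and kills cells; compound added 2 days after infection so exposure lasts 3 days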
The depositor's hits bear a star. The list is partial, so the mix of outcomes need not match the whole.

CN1CCC2(CC1)C(C#N)=C(N)Oc1n[nH]c(C(=O)OC(C)(C)C)c12
  HCT116 survival: -1.1

Cc1cc2c(cc1S(N)(=O)=O)NC(=O)CO2
  HCT116 survival: -1.5

Nc1nonc1C(=O)O
  HCT116 survival: -1.1

N#Cc1cc(N)c(N)cc1C#N
  HCT116 survival: -1.2

COc1ccc2nc(NS(=O)(=O)c3ccccc3)sc2c1
  HCT116 survival: -1.2

CCn1c(N)c(C(N)=O)sc1=S
  HCT116 survival: -2.2

O=C(Nc1cccc(F)c1)Nc1cccnc1Cl
  HCT116 survival: -1.2

COC(=O)c1coc(=O)c(Br)c1
  HCT116 survival: -1.1

CC[C@H](/C=C/[C@@H](C)[C@H]1CC[C@H]2[C@@H]3CC=C4C[C@@H](O)CC[C@]4(C)[C@H]3CC[C@]12C)C(C)C
  HCT116 survival: -1.3

O=C(O)C1Nc2c(Cl)cc(Cl)c(Cl)c2C2C=CCC12 (stereo not drawn)
  HCT116 survival: 1.3

Reformatted with tabs: two of the compounds above.
Molecule	HCT116 survival
Cc1cc2c(cc1S(N)(=O)=O)NC(=O)CO2	-1.5
N#Cc1cc(N)c(N)cc1C#N	-1.2

In the list so far, 2 have four or more nitrogen atoms.
CN1CCC2(CC1)C(C#N)=C(N)Oc1n[nH]c(C(=O)OC(C)(C)C)c12
  HCT116 survival: -1.1

N#Cc1cc(N)c(N)cc1C#N
  HCT116 survival: -1.2

Next part.
O=C1CC(N2CCN(c3ccc(F)cc3)CC2)C(=O)N1c1ccc(Br)cc1 (stereo not drawn)
  HCT116 survival: -2

N=c1cc(C2(O)CCCCC2)n2c(nc3ccccc32)s1
  HCT116 survival: -1.4

CSCC[C@H](NC(=O)OCC1c2ccccc2-c2ccccc21)C(=O)O
  HCT116 survival: 1

N/C(=N\O)c1ccc(Br)cc1
  HCT116 survival: 1.1

CC12C=CC(=O)C=C1CCC1[C@@H]2C(O)CC2(C)[C@@H](C(=O)CO)CC[C@@H]12 (stereo partly drawn)
  HCT116 survival: -1.1

S=c1nc(-c2ccccc2)[nH][nH]1
  HCT116 survival: -1

O=S(=O)(Nc1cccnc1)c1ccc(Br)cc1
  HCT116 survival: -1.2

O=[N+]([O-])c1ccc(-c2ccc(I)cc2)cc1
  HCT116 survival: -2.2

CCCCCCCCCn1c(=O)c2c(ncn2C)n(C)c1=O
  HCT116 survival: -2

Cc1sc(C2C(C#N)=C(N)OC3=C2C(=O)CCC3)cc1[N+](=O)[O-] (stereo not drawn)
  HCT116 survival: -3.3

CN1C(=O)COc2ccc(S(=O)(=O)N3CCOc4ccccc43)cc21
  HCT116 survival: -1.6

COCn1nc(-c2ccccc2Cl)oc1=S
  HCT116 survival: 1.3

CC(C)(C)Sc1cccc2ccccc12
  HCT116 survival: 1.3

CCc1nnc(NC(=O)C(F)(F)C(F)(F)C(F)(F)C(F)(F)F)s1
  HCT116 survival: -1.4

Cn1cccc1/C=C1/C(=O)ON=C1c1ccccc1
  HCT116 survival: -2.3

O=C1OC(c2ccc(O)cc2)(c2ccc(O)cc2)c2ccccc21
  HCT116 survival: 1.2

Cc1cc(C)c(-c2csc(N)n2)c(C)c1
  HCT116 survival: 1

COc1cccc(OC)c1-c1noc(CSc2nc3ccccc3s2)n1
  HCT116 survival: -1.6

O=S(=O)(Nc1ccc(Cc2ccncc2)cc1)N1CCCC1
  HCT116 survival: -1.2

CN(C)CCCNc1ccc([N+](=O)[O-])cc1Cl
  HCT116 survival: 3.8*

CCc1ccc(C2C(C(=O)OC)=C(C)NC3=C2C(=O)CC(C)(C)C3)s1 (stereo not drawn)
  HCT116 survival: -5

Cc1ccc(C)n1-c1ccc(NC2CCCC2)c([N+](=O)[O-])c1
  HCT116 survival: -1.3

O=S(=O)(Nc1cc(C(F)(F)F)cc(C(F)(F)F)c1)c1ccc(Cl)s1
  HCT116 survival: -2

Some values from the entries so far:
HCT116 survival with `COCn1nc(-c2ccccc2Cl)oc1=S` → 1.3
HCT116 survival with `CCc1ccc(C2C(C(=O)OC)=C(C)NC3=C2C(=O)CC(C)(C)C3)s1` (stereo not drawn) → -5
HCT116 survival with `Cc1ccc(C)n1-c1ccc(NC2CCCC2)c([N+](=O)[O-])c1` → -1.3
HCT116 survival with `CCc1nnc(NC(=O)C(F)(F)C(F)(F)C(F)(F)C(F)(F)F)s1` → -1.4
HCT116 survival with `O=S(=O)(Nc1ccc(Cc2ccncc2)cc1)N1CCCC1` → -1.2
HCT116 survival with `CC(C)(C)Sc1cccc2ccccc12` → 1.3

From PubChem BioAssay
